PriA SSB inh: inhibitors of Klebsiella pneumoniae PriA binding to SSB C-terminal tail, primary screen, biochemical, AlphaScreen. PriA–SSB C-terminal tail interaction (Klebsiella pneumoniae). AlphaScreen SSBct-PriA binding, biotinylated peptide. inhibition, % at 33 µM. 430,000 tested, 0.6% active. AID 1272365, 2023; in the data active means inhibition mostly above about 37%, no sharp cut-off; inactive means mostly below about 20%;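 further: plate controls were negative control peptide for no effect and reference peptide for full effect; strong numbers were not always called active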
Starred values were filed as active, the others as inactive; & = joins results of further samples. A portion of the library; rates above refer to the full screens.

Start of the listing, in advance:
canonical_smiles	PriA SSB inh
O=C(NN=Cc1cc(Cl)cc(Cl)c1O)c1ccncc1	-10.0
Cc1ccccc1NC(=S)NN=C1CC(C)(C)Oc2ccc(O)cc21	47.3*

The whole of this part, from the first entry:
canonical_smiles	PriA SSB inh
O=C(NN=Cc1cc(Cl)cc(Cl)c1O)c1ccncc1	-10.0
Cc1ccccc1NC(=S)NN=C1CC(C)(C)Oc2ccc(O)cc21	47.3*
CCS(=O)(=O)c1cccc(C(=O)Nc2ccc(C)cc2C(=O)c2ccccc2)c1	11.0
C=CCc1c(C)c(C#N)c2nc3ccccc3n2c1Cl	3.0
CSc1ncccc1C(=O)NCC1(O)CCOc2ccccc21 (stereo unspecified)	-1.0
CC12CCC(C(=O)O)(C/C1=N/Nc1ccccc1)C2(C)C (stereo unspecified)	9.0
CCN(N=Cc1cccs1)c1cc(=O)n(C)c(=O)[nH]1	-20.6
O=C(NN=Cc1ccc2c(c1)OCO2)C(=O)Nc1ccccc1Cl	6.6
CCCNC(=O)Cn1nc2c(c1NC(=O)c1cc(-c3ccccc3)on1)CSC2	24.0
O=C(CSc1nnc(-c2sc3ccccc3c2Cl)o1)NC1CCCCC1	-20.0
CCSc1ccccc1C(=O)N1CCC(Oc2ncccc2C#N)CC1	-3.0
O=S(=O)(c1cccnc1)N(CC(F)(F)F)C1CCOCC1	10.0

canonical_smiles	PriA SSB inh
Cc1cc(C)nc(SCc2ccc(C(=O)NN=Cc3ccccn3)cc2)n1	-5.7
Cc1cc(C(=O)N2CCSC(c3ccccc3F)CC2)c(C)o1 (stereo unspecified)	6.0
COc1cc(O)c(C=NNC(=O)c2ccncc2)c(OC)c1[N+](=O)[O-]	19.1
CCOc1ccc(Br)cc1S(=O)(=O)Nc1ccc(-c2cn3ccsc3n2)cc1	-3.0
CN(C)C=Nc1ncc(C(=O)c2ccc3ccccc3c2)s1	-15.8
Cc1ccc(-n2ncc3c(Nc4ccc(Br)c(C)c4)ncnc32)cc1C	-12.0
CCOc1ccc(-c2nnc(NC(=O)c3ccc(Br)o3)o2)cc1	1.0
CCOC(=O)c1c(NC(=O)c2ccc3ccccc3c2)sc(C)c1C	-12.0
O=C(Nc1ccc2c(c1)OCO2)c1cc(OCc2ccccc2)no1	-2.0
COc1cc(Br)cc(C=NN(CCO)C2=NS(=O)(=O)c3ccccc32)c1OC	-0.1
COc1ccc(OCC(=O)Nc2ccc3c(c2)N(CCC(C)C)C(=O)C(C)(C)CO3)cc1	23.0
O=C(Cn1cc(-c2nnc(-c3ccccc3)o2)c2ccccc21)NC1CCCC1	-13.0

canonical_smiles	PriA SSB inh
CCOC(=O)CCC(=O)N1CCN(C(=O)C2CC2c2ccccc2)CC1 (stereo unspecified)	-3.0
CC(C)S(=O)(=O)c1cccc(C(=O)Nc2onc3c2CCC3)c1	8.0
Cc1cc(NC(=O)c2cc3ccccc3oc2=O)n(-c2nc3c(F)cccc3s2)n1	-7.0
CN(CC(=O)N1CCN(c2ncccn2)CC1)c1nc2c(C(F)(F)F)cccc2s1	-13.0
Cc1cc(NC(=O)/C=C\c2ccc3c(c2)OCO3)n(-c2nc3c(cnn3-c3ccc(F)cc3)c(=O)[nH]2)n1	-5.0
CCN(CC)c1ccc(C=NNC(=O)c2c(-c3ccccc3)noc2C)cc1	28.7
COc1ccccc1-n1cnnc1CN1CCN(C(=O)c2cccn2C)CC1	-12.0
CCSc1ccccc1C(=O)Nc1cnn(C[C@H]2COc3ccccc3O2)c1	-6.0
COC(=O)c1ccccc1NC(=O)C1CCCN(c2ccc(-c3ccccc3)nn2)C1 (stereo unspecified)	-7.0
CC1(N(O)C=C2C=CC=CC2=O)CCCCC1=O (stereo unspecified)	-3.8
COc1ccc(NC(C)=O)cc1NC(=O)CC1CCCCN1S(=O)(=O)c1cccs1 (stereo unspecified)	20.0
CSc1ccccc1-c1nnc(NC(=O)CCOc2ccccc2)o1	-2.0

canonical_smiles	PriA SSB inh
COc1ccc(NC(=O)Cn2c(C)cc(C)c(S(=O)(=O)c3ccc(Br)cc3)c2=O)cc1Cl	-7.0
O=C(CSc1nnc(NC(=O)c2ccccc2F)s1)Nc1nccs1	-20.0
O=C(Cn1cc(S(=O)(=O)N2CCCC2)ccc1=O)Nc1ccc(Br)cc1	-8.0
Cc1ccccc1N=c1scc(-c2cccs2)n1CCCN1CCOCC1	60.0
COc1cc(C)c(Cl)cc1S(=O)(=O)Nc1ccccc1C(=O)O	1.0
O=C(c1ccccc1C(F)(F)F)N1CCC(c2nnc(-c3ccco3)s2)CC1	-5.0
Cc1nsc(C(=O)NCCCN2CCCC2=O)n1	-8.0
O=C(Cc1csc2nc(-c3ccc(Cl)cc3)cn12)NC1CCCCCC1	-11.0
CCOc1cccc2cc(-c3nnc(NC(=O)c4cccc(N5C(=O)CCC5=O)c4)o3)oc12	-4.0
O=C(CSc1nnc(-c2ccccc2F)o1)Nc1nccs1	-4.0
COc1ccc(C)cc1S(=O)(=O)N1CCCN(S(=O)(=O)c2cnn(C)c2)CC1	2.0
O=C(COc1ccccc1F)NCC1CCN(c2nc3ccccc3o2)CC1	2.0

canonical_smiles	PriA SSB inh
CCN(C(=O)CSc1nc2cc(-c3ccccc3)sc2c(=O)n1C)c1ccccc1	-11.0
COc1cccc(C=NNC(=O)CCc2c(C)n[nH]c2C)c1	-6.4
CSC(=NS(=O)(=O)c1cccs1)Nc1cccc(Cl)c1C	-18.4
COc1ccc(S(=O)(=O)Nc2ccc(-c3ccc(NS(=O)(=O)c4ccc(OC)cc4)cc3)cc2)cc1	-11.0
CNC(=O)C1Cc2ccccc2N1C(=O)c1ccc([N+](=O)[O-])o1 (stereo unspecified)	7.0
CSC(SC)=C1C(=O)OC(C)(C)OC1=O	-1.0
CSc1ccc([C@@H](O)CNC(=O)c2cn(C)nn2)cc1	-4.0
O=C(NCc1ccc(C(=O)c2cccs2)s1)NC(c1ccccc1)c1ccccc1	-15.0
COc1ccccc1-c1nnc2ccc(OCCNS(C)(=O)=O)nn12	4.0
CCc1cc2c(=O)c(Oc3ccc(F)cc3)c(C(F)(F)F)oc2cc1OCc1cnn(-c2ccccc2)c1	5.0&5.0
C[C@H]1Cc2c(NC(=O)COc3ccccc3F)nn(C)c2NC1=O	-15.0
CO[C@@H](CNC(=O)CN1C(=O)CCC1=O)c1ccco1	-17.0

canonical_smiles	PriA SSB inh
O=C(NCC(O)c1ccc(C(F)(F)F)cc1)c1ccc(Cl)s1 (stereo unspecified)	-2.0
CC1CCc2c(sc3nc(SCC(=O)Nc4nsc(-c5ccc(Cl)cc5)n4)n(-c4ccccc4)c(=O)c23)C1 (stereo unspecified)	-9.0
COc1ccc(CCC(=O)NCc2sc(-c3ccccc3)nc2C)cc1	6.0
CCCOc1ccc(S(=O)(=O)N2CCOC3(CCOCC3)C2)cc1	5.0
CSc1ccccc1C(=O)N1CCCSCC1CN1CCOCC1 (stereo unspecified)	-11.0
CC(CCc1oc2c(Br)cc(Br)cc2c1-c1ccc(C)o1)=NO	-0.1
CCOC(=O)Cn1c(=O)c2c(nc3oc(C(C)(C)C)cn32)n(C)c1=O	-4.0
COc1c(C)cnc2c1c(=O)n(CC#N)c(=O)n2C	-3.0
COc1ccc(CNC(=O)NCCSC2CCOCC2)cc1	-6.0
CC(C)C(=O)N1CCc2ccc(NC(=O)c3ccccc3C(F)(F)F)cc2C1	6.0
COC(CNC(=O)C1CC=CCC1)c1ccccc1C (stereo unspecified)	-4.0
CC(=O)c1cccc(S(=O)(=O)N(Cc2ccoc2)Cc2cccs2)c1	-11.0

canonical_smiles	PriA SSB inh
O=c1c2ccccc2c(C=Nn2cnnc2)c(O)n1-c1ccccc1F	13.6
CCOC(=O)c1ccc(NC(=O)Cn2nc3ccc(SC(C)(C)C)nn3c2=O)cc1	-6.0&-1.0
O=C(O)CCCC(=O)Nc1cccc2ccccc12	-3.0
CC(C)(C)C(=O)N1CCN(c2cc(C(F)(F)F)ncn2)CC1	6.0
Cc1ccc(N(C(=O)c2cccc([N+](=O)[O-])c2C)C(=O)N2CCCCC2)cc1	7.0
Cc1ccc(C=Nn2c(-c3ccco3)n[nH]c2=S)s1	-0.3
Cc1c(C(=O)O)c2cc(O)ccc2n1C	11.0
CCOc1ccc(S(=O)(=O)N(C(=O)c2ccncc2)c2ccc(N(C(=O)c3ccncc3)S(=O)(=O)c3ccc(OCC)cc3)cc2)cc1	4.0
CSc1ccc(Cc2nnc(NC(=O)c3cc4ccccc4o3)o2)cc1	-10.0
O=C(C1CC1)N1CCC(c2nnc(C(F)(F)F)o2)CC1	-7.0
Cc1cc(NC(=O)C2CCCN2S(=O)(=O)c2cccs2)n(C(C)C)n1 (stereo unspecified)	6.0
COCCn1cc(NC(=O)NCc2cccnc2)c2ccccc21	-6.0

canonical_smiles	PriA SSB inh
O=c1c2sccc2nc(SCc2nc(-c3ccc(C(F)(F)F)cc3)no2)n1C1CC1	-7.0
O=C(CSCc1ccccc1)NCC#CCN1CCOCC1	-5.0
O=C(NCc1ccccn1)c1ccc(Cn2ccnc2)cc1	-7.0
COc1cc(C=NNC(=O)CCc2n[nH]c(=O)[nH]c2=O)cc(OC)c1OC	-12.1
COc1ccc(C=NNc2nc(-c3cccc(S(=O)(=O)N4CCCC4)c3)cs2)c(OC)c1	4.5
CC(CC(=O)Nc1ccc2c(c1)OCCO2)=NNC(=O)Cc1ccccc1	-12.0
COc1ccc(Oc2cnc(N)nc2-c2ccc(OCc3ccccc3F)cc2O)cc1	0.0
CS(=O)(=O)c1ccc(Nc2nc(C(=O)Nc3cccnc3)cs2)cc1	-15.0
CC(C)NC(=O)C(=O)NN=Cc1ccco1	0.9
CN(C)S(=O)(=O)c1ccc(C(=O)NCc2nnc(SCc3ccc([N+](=O)[O-])cc3)o2)cc1	2.0
COc1ccc(C=NNc2nnc(C)n2N)cc1OC	-11.3
Cc1cc(-c2cccs2)nn1CCNC(=O)c1cn(C)nn1	-3.0

canonical_smiles	PriA SSB inh
Cc1nc2ccccn2c1C(=O)NN=Cc1ccc2c(c1)OCO2	-2.7
CCOc1nn(CC)cc1C(=O)NCc1ccco1	1.0
CCC(=O)Nc1ccc2c(c1)CN(C(=O)c1ccco1)CC2	-4.0
O=C(NCc1ccc(F)cc1)C(=O)NC[C@@](O)(c1ccco1)C1CC1	-10.0
O=C(CCS(=O)(=O)c1ccccc1)NCCc1ncc(-c2cccs2)[nH]1	-6.0
Cc1oc2cc(OC(=O)N3CCOCC3)ccc2c(=O)c1-c1nc2ccccc2s1	-2.0
CC(=O)c1cccc(NC(=O)N[C@H]2CC(=O)N(c3cccc(F)c3)C2)c1	-8.0
O=C(NCCn1nc(-c2cccs2)ccc1=O)c1cc(N2CCCC2)ncn1	-14.0
ON=C1CCCc2nnc3c(c21)CCCC3	-5.4
Fc1ccc(-c2csc3ncnc(N4CCN(Cc5ccc6c(c5)OCO6)CC4)c23)cc1	2.0
Cc1ccc(C)c(N2CCN(c3ccc(S(=O)(=O)Cc4ccc(Cl)cc4)nn3)CC2)c1	-1.0
CCOC(=O)c1ccccc1NC(=O)Cn1nc2n(c(=O)c1=O)CCN2c1ccc(F)cc1	-2.0

2 consecutive compounds already listed, quoted:
canonical_smiles	PriA SSB inh
Cc1nc2ccccn2c1C(=O)NN=Cc1ccc2c(c1)OCO2	-2.7
CCOc1nn(CC)cc1C(=O)NCc1ccco1	1.0

(cont.)
canonical_smiles	PriA SSB inh
Cc1sc(N)c(C(N)=O)c1C	12.0
Cc1csc(NC(=O)CN(C)c2nc3ccccc3s2)n1	-7.0
O=C(c1ccc(-n2cccc2)cc1)N1CCC(Oc2cnccn2)CC1	24.0
O=C(NN=Cc1ccc2c(c1)OCO2)c1ccc(COCC(F)(F)C(F)F)cc1	2.8
Cn1cc(C(=O)NCCn2nc(-c3ccccn3)n(C)c2=O)nn1	-15.0
COc1ccc(N2CCn3c(SCC(=O)Nc4nc5ccccc5s4)nnc32)cc1	4.0
NC(=NOC(=O)CCC1CCCC1)c1cccc([N+](=O)[O-])c1	9.6
CN(C)c1cc(-n2cnc(C(=O)NCc3ccccc3Cl)c2)ncn1	-12.0
CSc1nc2ccc(NC(=O)c3ccc(Oc4ccc(C(=O)Nc5ccc6nc(SC)sc6c5)cc4)cc3)cc2s1	-19.0
O=C(Nc1ccc(-c2cn3ccsc3n2)cc1)c1ccc(F)cc1F	5.0
Cc1ccccc1-c1noc(-c2cccn(CC(=O)N3CCN(c4ccccc4F)CC3)c2=O)n1	-19.0
CCOC(=O)c1c(-c2ccc(C)o2)csc1NC(=O)c1ccc2c(c1)OCCO2	-10.0&-9.0

canonical_smiles	PriA SSB inh
COCc1cnc2c(c1SCC(=O)NCCc1ccc(OC)c(OC)c1)c(=O)n(C)c(=O)n2C	-20.0
CN(c1ccccc1)S(=O)(=O)c1ccc(C(=O)Nc2ccccc2-c2nc3ccccc3[nH]2)cc1	-3.0
N#Cc1ccccc1NC(=O)C(=O)NC[C@@H](c1cccs1)N1CCOCC1	-11.0
COc1ccc(-c2nc(=NC(=O)c3ccco3)sn2-c2ccccc2)cc1	-6.0
CCC(CC)C(=O)NCCOc1ccc2nnc(-c3ccc(F)cc3)n2n1	-2.0
Cc1noc(C)c1CCC(=O)NC1CC(O)C(CO)C1 (stereo unspecified)	1.0
CC(=O)N[C@@H](CCS(C)(=O)=O)C(=O)Nc1cccc(C)c1	-6.0
Cc1nc(-c2ccccn2)cc(=O)n1CC(=O)Nc1ccc(F)cc1Cl	-13.0
CC(Cn1cnc([N+](=O)[O-])n1)=NNC(=O)COc1c(Cl)cc(Cl)cc1Cl	-7.8
CCOc1ncccc1C(=O)NC[C@](C)(O)c1ccco1	-14.0
